Screening results (PubChem BioAssay)
ARFGAP1 inhibitor: inhibitors of rat ARFGAP1 GAP activity, primary screen, biochemical, fluorescence polarization, GDP tracer; ADP-ribosylation factor GTPase-activating protein 1 (Rattus norvegicus), Q62848; Arfgap1-stimulated ARF1 GTP hydrolysis, GDP FP detection; inhibition, % at 16.5 µM; 360,000 compounds, 0.26% hits; AID 651572, 2012;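 active means inhibition above a per-plate limit, mean inhibition of low control wells plus 3 SD, cut at about 25% in these data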;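 further: 0% = DMSO wells with enzyme and 100% = wells lacking Arfgap1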
Target sequence (Q62848 1-136 limits assumed): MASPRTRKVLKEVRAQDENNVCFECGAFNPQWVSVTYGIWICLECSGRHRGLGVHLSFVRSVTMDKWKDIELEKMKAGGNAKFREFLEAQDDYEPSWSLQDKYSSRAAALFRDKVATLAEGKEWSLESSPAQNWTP
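Assay system: Rat Arfgap1 GAP domain (His6, aa 1-136), purified enzyme | Buffer or medium: HEPES 25 mM pH 7.5, NaCl 150 mM, MgCl2, DTT | Schedule: GTP hydrolysis reaction 2 h at 25 °C | Signal: FP of antibody-bound GDP Alexa 633 tracer, ex 620/em 688 nm | Measure: Percent inhibition of Arfgap1-stimulated GTP hydrolysis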
DDE Tn7 FP inh: inhibitors of Tn7 peptide binding to fibrin DD(E), primary screen, biochemical, fluorescence polarization, human fibrin, Tn7 probe. FP displacement of FITC-Tn7 peptide from fibrin DD(E); 0% = median of compound wells per plate. inhibition, % at 8.3 µM. 370,000 compounds, 0.13% hits;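 active means inhibition above the mean of compounds falling within the control limits plus 3 SD of them, cut at about 14% in these data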;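 further: 0% = plate median of compound wells and 100% = 10 µM Aha-Tn7 peptide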
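System: human fibrin DD(E); quantity: Fibrin-DD(E) at 2 µM final; also added: fluorescent Tn7 probe at 0.1 µM; compound dosing: single nominal test concentration of 8.3 µM per compound; schedule: 10 min preincubation, 3 h with tracer, room temperature; detection: fluorescence polarization of the labelled Tn7 tracer; repeats: one replicate per compound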
PLC-gamma1 inh: PLC-gamma1 enzyme inhibitors, primary screen, biochemical, fluorescence, purified enzyme; fluorogenic substrate; inhibition, % at 12.2 µM; 370,000 compounds, 0.84% hits; AID 720700, 2013; in the data active means inhibition above about 9.5%
PLCb3 inh: human PLC-beta3 inhibitors, primary screen, biochemical, fluorescence | 1-phosphatidylinositol 4,5-bisphosphate phosphodiesterase beta-3 (Homo sapiens), Q01970 | Purified PLC-beta3, fluorogenic substrate | inhibition, % at 12.2 µM | 370,000 compounds, 0.18% hits | AID 720704, 2013; in the data active means inhibition above about 11%;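 further: 0% = median of compound wells on plate and 100% = full blocker control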
ADAM17 inh: ADAM17 inhibitors, primary screen, biochemical, QFRET; Disintegrin and metalloproteinase domain-containing protein 17 (Homo sapiens), P78536; 370,000 compounds, 0.83% hits; recombinant ADAM17, EDANS/DABCYL FRET peptide cleavage; inhibition, % at 6.95 µM; AID 720648, 2013;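 active means inhibition above the mean of compounds lying between control limits plus 3 SD, set per campaign, cut at about 8.5% in these data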;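 further: 0% = DMSO-only wells as the low control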
TDP2 absorb: human TDP2 enzyme inhibitors, primary screen, biochemical, epi absorbance, recombinant enzyme | Tyrosyl-DNA phosphodiesterase 2 (Homo sapiens), O95551 | T5PNP hydrolysis, p-nitrophenol absorbance 415 nm | inhibition, % at 12.8 µM | 370,000 compounds, 0.34% hits | AID 720702, 2013;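 active means inhibition above the mean of all tested compounds plus 3 SD, set per campaign, cut at about 25% in these data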;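 further: 0% = DMSO with enzyme and 100% = buffer with substrate but no TDP2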
Target sequence (O95551 whole entry, looked up): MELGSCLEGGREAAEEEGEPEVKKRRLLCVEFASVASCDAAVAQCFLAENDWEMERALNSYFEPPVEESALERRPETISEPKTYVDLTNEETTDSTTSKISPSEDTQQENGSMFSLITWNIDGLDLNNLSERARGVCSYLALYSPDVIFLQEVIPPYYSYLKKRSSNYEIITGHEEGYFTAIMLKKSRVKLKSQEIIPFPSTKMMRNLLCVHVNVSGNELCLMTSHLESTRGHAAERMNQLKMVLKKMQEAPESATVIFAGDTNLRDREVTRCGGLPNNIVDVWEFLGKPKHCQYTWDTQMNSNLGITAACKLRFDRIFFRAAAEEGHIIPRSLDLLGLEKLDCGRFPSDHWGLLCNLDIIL
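Test system: human TDP2 enzyme; Input: 120 nM TDP2 per well; Buffer or medium: Mg2+-containing Tris-HCl buffer, pH 7.5; Reagent: 5 mM T5PNP; Dosing: 12.8 µM single point, 1% DMSO; Incubation: reaction 2 h, 37 °C; Detection: p-Nitrophenol epi absorbance; Read-out: % inhibition relative to enzyme-containing and enzyme-free wells; Replicates: single well per compound.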
SIAE primary: human SIAE inhibitors, primary screen, biochemical, fluorescence polarization, FP-Rh probe, 1536-well HTS | Sialate O-acetylesterase (Homo sapiens), Q9HAT2 | SIAE FP-Rh probe binding | inhibition, % at 9.66 µM | 370,000 compounds, 0.69% hits | AID 1053197, 2014;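 active means inhibition above a cutoff: mean of compounds within the control limits plus 3 SD of those, cut at about 17% in these data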;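 further: 0% = plate median of compound wells and 100% = probe without SIAE protein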
ADAM10 inh: human ADAM10 inhibitors, primary screen, biochemical, QFRET, HTS. Disintegrin and metalloproteinase domain-containing protein 10 (Homo sapiens), O14672. recombinant ADAM10, EDANS/DABCYL FRET peptide cleavage, 3 h. inhibition, % at 7 µM. 370,000 compounds, 0.62% hits. AID 720582, 2013;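 active means inhibition above a per-campaign cutoff equal to the mean of compounds falling between control-based bounds plus 3 SD, cut at about 20% in these data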;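 further: 0% = DMSO wells while the 100% control is not disclosed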
Tn6 DDE FP: inhibitors of Tn6 peptide binding to fibrin DD(E), primary screen, biochemical, fluorescence polarization, human fibrin, Tn6 probe; 370,000 compounds, 0.21% hits; Fibrin DD(E) TRITC-Tn6 fluorescence polarization displacement; Fibrinogen beta chain (Homo sapiens), P02675; inhibition, % at 8.3 µM;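 active means inhibition above a per-campaign cutoff: mean of compounds within control limits plus 3 SD, cut at about 15% in these data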;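 further: 0% = median of all compound wells on the plate and 100% = blocking peptide control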
ASAP1 GAP inh: inhibitors of human ASAP1 ArfGAP activity, primary screen, biochemical, fluorescence polarization; Arf-GAP with SH3 domain, ANK repeat and PH domain-containing protein 1 (Homo sapiens), …; ASAP1-stimulated ARF1 GTP hydrolysis, GDP FP detection; inhibition, % at 16.5 µM; 360,000 compounds, 0.19% hits; in the data active means inhibition above about 25%;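 further: 0% = vehicle with enzyme and substrate and 100% = no enzyme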
Target sequence (Q9ULH1 325-724 limits assumed): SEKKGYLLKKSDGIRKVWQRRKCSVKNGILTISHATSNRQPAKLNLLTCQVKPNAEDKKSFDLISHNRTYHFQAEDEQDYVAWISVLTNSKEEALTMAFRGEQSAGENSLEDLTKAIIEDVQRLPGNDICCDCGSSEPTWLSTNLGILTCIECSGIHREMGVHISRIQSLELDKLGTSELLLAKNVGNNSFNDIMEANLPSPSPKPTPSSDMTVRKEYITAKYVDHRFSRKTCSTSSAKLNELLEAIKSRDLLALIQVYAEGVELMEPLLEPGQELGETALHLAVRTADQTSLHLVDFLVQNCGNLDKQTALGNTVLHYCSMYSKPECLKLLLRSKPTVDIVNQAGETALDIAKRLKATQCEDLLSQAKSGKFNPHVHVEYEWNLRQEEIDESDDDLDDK
* hit, by the source's call; / = not tested or not shown.

SMILES	ARFGAP1 inhibitor	DDE Tn7 FP inh	PLC-gamma1 inh	PLCb3 inh	ADAM17 inh	TDP2 absorb	SIAE primary	ADAM10 inh	Tn6 DDE FP	ASAP1 GAP inh
CC(C)(C)NC(=O)Cn1c(=O)c(=O)n(Cc2ccccc2)c2ccc(Cl)cc21	1	-6	-15	-11	-10	-3	0	-25	5	-7
O=C(CCSc1ccc(Cl)cc1)N1CCN(S(=O)(=O)c2ccccc2)CC1	-1	-3	4	-2	-2	-10	-10	9	-1	5
Cc1nn(CCCC(=O)Nc2ccccn2)c(C)c1[N+](=O)[O-]	6	7	0	1	1	-1	6	-5	-5	7
CCOC(=O)C1CCN(C(=O)COC(=O)CCOc2ccc(C)cc2)CC1	-4	7	1	-1	-3	0	-14	-10	4	-2
COC(=O)COc1ccccc1C(N)=O	-6	-4	1	-1	-5	-6	3	-13	0	-3
O=C(OCc1c(F)cccc1Cl)c1cc([N+](=O)[O-])ccc1N1CCOCC1	4	-4	-1	-4	3	-16	-4	10	-5	7
COc1ccc(S(=O)(=O)N2CCN(C/C=C/c3ccccc3)CC2)cc1NC(C)=O	-17	5	1	-6	-3	-3	0	2	-8	-2
CCCC(=O)Nc1sc2c(c1C#N)CCCCC2	17	-2	0	0	-2	-2	-3	5	9	-4
COCCN(C(=O)COC(=O)c1sccc1C)c1c(N)n(Cc2ccccc2)c(=O)[nH]c1=O	5	2	0	-4	-3	4	-2	-2	-8	-8
CC1(C)Cc2c(c(=S)nc(-c3ccccc3)n2CCCN2CCOCC2)CO1	-5	3	-2	-4	-2	7	3	6	-6	-3
CC(C)(C)c1cc(-c2ccccc2)n[nH]1	-2	7	11*	-2	6	-17	0	6	4	18
CCOc1cc(CNCc2ccc(C(=O)O)cc2)ccc1OC	3	4	2	1	0	7	-6	-4	-6	9
O=C(NCc1cccnc1)C1CCC(CNS(=O)(=O)c2cccc3nsnc23)CC1 (stereo not drawn)	2	7	0	-8	1	0	6	0	-4	-12
O=C(NCCc1cccc(F)c1)C1CCN(S(=O)(=O)c2ccc(F)cc2)CC1	10	-2	3	0	2	-6	-1	2	9	8
Cc1ccc(OCC(=O)Nc2ccc(C(=O)O)cc2NC(=O)COc2ccc(C)c(C)c2)cc1C	-10	3	-1	-2	1	-9	3	-3	5	-10
CCOc1ccc(-n2c(SCC(=O)Nc3ccc(Oc4ccccc4)cc3)nnc2-c2ccncc2)cc1	/	1	-1	0	2	1	-4	-8	2	/
O=C(COC(=O)Cc1ccccc1[N+](=O)[O-])NNC(=O)c1ccc([N+](=O)[O-])cc1	3	3	4	-5	-3	4	6	-4	3	7
O=[N+]([O-])c1ccc(NS(=O)(=O)c2ccc(Cl)c(Cl)c2)cc1	0	-6	3	-1	2	-1	-4	2	-3	3
COc1ccc(-c2cc3c(=O)n(CC(=O)NCCCc4ccccc4)ncn3n2)cc1	-3	10	-1	2	-1	8	5	-11	1	-12
CSCCC(NS(=O)(=O)c1ccc(Cl)cc1)C(=O)OCC(=O)N(C(C)C)C(C)C (stereo not drawn)	-9	-3	0	3	-1	7	0	4	0	9
CC(=O)Nc1ccc(NC(=O)/C=C/c2cccc(C(F)(F)F)c2)cc1	1	6	-23	-29	-19	4	1	-49	4	-5
CCOC(=O)N1CCN(Cc2nc3cc(NC(=O)c4ccco4)ccc3n2C)CC1	4	1	0	-4	3	-7	4	4	4	4
CSc1ccccc1OCc1cc(C(=O)NCc2csc(C(C)C)n2)no1	-10	8	-5	-9	3	0	0	8	2	-3
Cc1ccccc1Cn1ccc(NC(=O)c2nn(C)cc2[N+](=O)[O-])n1	2	-4	0	3	1	11	5	-4	-4	-1
CN(c1cccc(NC(=O)c2ccccc2N(Cc2ccccc2)S(C)(=O)=O)c1)S(C)(=O)=O	1	-1	-1	-3	-3	-1	-4	-2	-1	-14
CC1=CC2=C(C=O)C(=O)C(C)(O)C(O)C2=CO1 (stereo not drawn)	-10	-1	-14	-28	-6	-5	11	-23	-12	-8
O=C1c2cccc([N+](=O)[O-])c2C(=O)N1c1ccccc1	-6	2	1	2	3	6	3	5	-3	-11
CCOc1ccc(S(=O)(=O)N(C)CCO)cc1-c1nc2c(C(C)(C)C)nn(C)c2c(=O)[nH]1	10	10	-3	-3	-3	11	-5	8	3	-6
CCOC(=O)[C@H]1[C@H]2COc3ccccc3[C@@H]2N2C(=O)[C@@H](CO)NC(=O)[C@@]12C	-10	3	1	-2	-1	-3	-5	-10	0	-2
CCc1ccc(-c2csc(NC(=O)c3cccnc3)n2)cc1	8	0	-5	-2	-3	0	-6	1	-1	13

Entries above that bear a hit mark in PLC-gamma1 inh:
SMILES	ARFGAP1 inhibitor	DDE Tn7 FP inh	PLC-gamma1 inh	PLCb3 inh	ADAM17 inh	TDP2 absorb	SIAE primary	ADAM10 inh	Tn6 DDE FP	ASAP1 GAP inh
CC(C)(C)c1cc(-c2ccccc2)n[nH]1	-2	7	11*	-2	6	-17	0	6	4	18

Continued.
SMILES	ARFGAP1 inhibitor	DDE Tn7 FP inh	PLC-gamma1 inh	PLCb3 inh	ADAM17 inh	TDP2 absorb	SIAE primary	ADAM10 inh	Tn6 DDE FP	ASAP1 GAP inh
O=C(Nc1ccon1)c1ccc2c(c1)OCO2	15	4	2	2	-3	-10	1	-2	-8	-3
CCOc1ccc(S(=O)(=O)N2CCCC(C(=O)NCc3cccnc3)C2)cc1Cl (stereo not drawn)	-5	1	1	-6	0	-11	-1	4	0	-10
COc1cc(CNC2CCCCCCC2)c(Br)cc1OCCO	6	-5	2	-6	-3	7	-5	4	-1	8
COc1cccc(NC(=O)c2ccccc2)c1	6	-5	-1	1	0	-10	3	5	3	6
CCc1nnc(NC(=O)CCC(=O)NCCc2ccccc2)s1	0	6	0	-5	-2	-8	-2	2	-1	-10
COc1cc(O)c(C(CCN2CCOCC2)c2cc(OC)c(OC)c(OC)c2)c(OC)c1 (stereo not drawn)	-6	7	0	2	-4	-7	1	3	6	4
Cc1cnc(C(=O)OCC(=O)c2ccc(C3CCCCC3)cc2)cn1	-13	5	-2	-3	-4	-9	2	-10	4	-9
CCOc1ccccc1NC(=O)CSc1nc2ccccc2nc1N1CCOCC1	-4	-1	-11	-14	6	-5	1	-7	2	8
Cc1ccc2nc(SCC(=O)N3CCN(c4ccccc4)CC3)nc(=O)n2c1	23	0	-2	-6	-1	13	-2	-12	-3	14
Cc1ccc(Cn2nnnc2CN2CCC(c3nc4ccc(Cl)cc4[nH]3)CC2)cc1	-6	-5	1	2	3	6	-10	5	1	7
O=C1Nc2ccccc2/C1=C/c1ccnc2ccccc12	11	-1	4	-2	-2	11	11	-1	-4	7
CCC(=O)N1CCc2cc(S(=O)(=O)NCCC(=O)N3CCN(c4ccccc4)CC3)ccc21	-8	-1	3	-6	-2	4	-4	5	2	11
CCN(CC)S(=O)(=O)c1ccc(N2CCCC2)c(NS(=O)(=O)c2cccs2)c1	-8	4	1	-1	-2	2	5	-5	6	3
Cc1ccc(C(C(=O)NC(C)(C)C)N(C(=O)c2csnn2)c2cccc(F)c2)o1 (stereo not drawn)	-1	5	-1	1	-3	-10	9	-1	-6	7
NC(=O)c1ccc(NC(=O)COC(=O)CC2Sc3ccccc3NC2=O)cc1 (stereo not drawn)	0	5	3	-9	-3	-1	-6	-16	-6	7
CC(C)c1nc(N2CCOCC2)c(C#N)c2c1CCC2	-12	-1	-18	-24	-22	-8	-4	-67	0	5
CCN(CC(=O)NC(C)C)Cc1nc2sc3c(c2c(=O)[nH]1)CCC3	0	1	-6	-9	-5	4	-8	-8	5	2
Cc1[nH]n(-c2ncc(-c3ccccc3)s2)c(=O)c1C(c1ccc(Cl)cc1)C(C#N)C#N (stereo not drawn)	3	0	-3	-4	-1	-6	14	8	-1	0
CCC(C(=O)Nc1cc(Cl)c(OC)cc1OC)c1ccccc1 (stereo not drawn)	0	6	0	-5	-2	-14	-4	-2	-5	7
[N-]=[N+]=NC1C[C@H](n2ccc(=O)[nH]c2=O)O[C@@H]1CO (stereo partly drawn)	-5	5	2	1	-4	1	-1	-2	-2	2
Cc1[nH]nc2c1C(c1ccc(-c3ccc(Cl)cc3)o1)C(C#N)=C(N)O2 (stereo not drawn)	3	1	-8	-5	2	3	18*	7	0	4
CC(C)(C)c1cc(NC(=O)COC(=O)c2ccc3c(=O)n4c(nc3c2)CCC4)n(-c2ccccc2)n1	-6	-2	4	10	-1	-27	-10	2	-3	6
O=C(NCc1nnc(SCC(=O)N2CCN(c3ccccc3)CC2)o1)c1ccco1	11	-1	-1	3	-4	-9	9	7	1	0
COc1ccccc1CO/N=C/NC(=O)c1c(OC)ccnc1Oc1ccc(F)cc1	-2	7	-3	3	2	16	-5	6	4	0
O=C(CSc1ncn(-c2ccccc2)n1)NCc1ccccc1	10	-5	3	3	-1	-9	-4	16	-1	3
COC(=O)[C@H]1C[C@]2(C(C=C(C)C)S(=O)(=O)c3ccccc3)c3ccccc3N[C@H]2N1 (stereo partly drawn)	/	12	-1	0	-5	0	-1	2	-2	/
O=C(Cc1ccc(S(=O)(=O)N2CCCC2)s1)N1CCOCC1	14	-11	2	1	-2	-2	-4	1	5	2

Compounds as they come; any-hit rate near 3.6%.
